# DYRK1A inh: inhibitors of rat Dyrk1A kinase. Q63470. ADP-Glo luminescence, NFATc1 peptide. inhibition, % at 12.5 µM. 0.43% of 310,000 active. AID 504441; in the data active means inhibition above about 50%;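 further: plate controls were vehicle with enzyme for no effect and no enzyme for full effect; many of its hits are not listed in these tables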
# HSP90 refold inh: HSP90 refolding inhibition in rabbit reticulocyte lysate; 0.91% of 290,000 active; luciferase refolding luminescence, 3 h; inhibition, % at 5.6 µM; AID 1789;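 active means inhibition above the screen-wide mean plus 3 SD, computed separately per campaign, cut at about 16% in these data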;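 further: 0% = DMSO wells and 100% = 60 µM geldanamycin wells; inhibitors lower the luminescence because luciferase stays unfolded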
# IEC-6 tox: IEC-6 cytotoxicity, counter-screen for KLF5 inhibitors. inhibition, % at 5 µM. luminescence viability. 0.78% of 290,000 active; in the data active means inhibition above about 22%;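 further: 0% = plate median of test compound wells and 100% = cytotoxic reference compound wells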
# KLF5 inh: suppresses KLF5 promoter-driven expression. DLD-1 KLF5 promoter-luciferase reporter, luminescence. inhibition, % at 5 µM. 0.23% of 290,000 active. AID 1700;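 active means inhibition above a per-plate limit of that plate's mean compound inhibition plus 3 SD, cut at about 60% in these data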;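 further: 0% = DMSO wells and 100% = LY294002 at 200 µM; higher means less KLF5 promoter-driven luciferase light; inactives centre near -14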
# * hit, by the source's call; x = no result given. An excerpt. The share of hits here may be higher or lower than overall.
# Every second line gives: DYRK1A inh	HSP90 refold inh	IEC-6 tox	KLF5 inh
- Cc1cc(C)c2c(n1)sc1c(N3CCOCC3)ncnc12
→ x	5	4	-21
- CCOC(=O)N1CCN(C(=O)C2CCC(C(=O)N3CCN(C(=O)OCC)CC3)CC2)CC1 (stereo not given)
→ x	1	6	5
- COCCNC(=O)C(c1ccc(C)cc1)N(C(=O)CCC(=O)Nc1ccccn1)C1CCCC1 (stereo not given)
→ x	3	2	-14
- COC(=O)Nc1ccc(S(=O)(=O)Nc2ccc(C)cc2)cc1
→ x	-2	-8	-13
- Cc1ccc(O)c(/C=N/NC(=O)C2=NNC(c3ccccc3)(c3ccccc3)C2)c1
→ x	1	-3	8
- C/C(=N/Nc1nc(-c2ccccc2)cc(-c2ccccc2)n1)c1ccc(N)cc1
→ x	2	0	-26
- COc1ccccc1C(=O)NN1C(=O)/C(=C/c2cccn2C)SC1=S
→ x	9	5	-2
- COc1cc(/C=c2\sc3nc(-c4ccncc4)nn3c2=O)ccc1OC(C)=O
→ x	-1	3	3
- CCC(C)NC(=O)c1c(N)n(/N=C/c2cccs2)c2nc3ccccc3nc12 (stereo not given)
→ x	2	-4	1
- Cc1cc(NS(=O)(=O)c2ccc(Nc3nc(-c4sc(C)nc4C)cs3)cc2)no1
→ x	2	1	-11
- CCOc1cc(-n2cnnn2)c(OCC)cc1NC(=O)c1cc2ccc(N(CC)CC)cc2oc1=O
→ x	-2	1	1
- O=C(/C=C/c1ccc(Cl)cc1)N1CCN(c2ncccn2)CC1
→ x	4	2	-32
- Cc1ccc2c(Cl)cc(Cl)c(OCC(=O)Nc3cc(C)on3)c2n1
→ x	2	7	1
- Cc1nc(N2CCN(c3ncccn3)CC2)c2oc3ccccc3c2n1
→ x	-2	-8	-4
- COc1ccc(-c2c3c(=O)n(C)c(=O)n(C)c3c3nnc4ccccc4n23)cc1
→ x	1	-2	0
- Cc1ccc2nc3c(cc(C(=O)NCC4CCCO4)n3C)c(=O)n2c1 (stereo not given)
→ x	-1	4	-21
- O=C(CN1C(=O)c2ccccc2C1=O)OCN1C(=O)c2ccccc2C1=O
→ x	-3	-8	-22
- C=CCC(=O)OCC(=O)Nc1ccc(Oc2ccccc2)cc1
→ x	-1	5	10
- CCOc1ccc2cc(C#N)c(SCC(=O)N3CCCC3)nc2c1
→ x	0	2	-31
- Cc1ccnc(N2CCN(c3c4c(c(C#N)c5nc6ccccc6n35)CCC4)CC2)c1
→ x	-2	2	-20

# A different layout for part of the listing above:
SMILES	DYRK1A inh	HSP90 refold inh	IEC-6 tox	KLF5 inh
CCOC(=O)N1CCN(C(=O)C2CCC(C(=O)N3CCN(C(=O)OCC)CC3)CC2)CC1 (stereo not given)	x	1	6	5
COCCNC(=O)C(c1ccc(C)cc1)N(C(=O)CCC(=O)Nc1ccccn1)C1CCCC1 (stereo not given)	x	3	2	-14
COC(=O)Nc1ccc(S(=O)(=O)Nc2ccc(C)cc2)cc1	x	-2	-8	-13
Cc1ccc(O)c(/C=N/NC(=O)C2=NNC(c3ccccc3)(c3ccccc3)C2)c1	x	1	-3	8
C/C(=N/Nc1nc(-c2ccccc2)cc(-c2ccccc2)n1)c1ccc(N)cc1	x	2	0	-26
COc1ccccc1C(=O)NN1C(=O)/C(=C/c2cccn2C)SC1=S	x	9	5	-2
COc1cc(/C=c2\sc3nc(-c4ccncc4)nn3c2=O)ccc1OC(C)=O	x	-1	3	3
CCC(C)NC(=O)c1c(N)n(/N=C/c2cccs2)c2nc3ccccc3nc12 (stereo not given)	x	2	-4	1
Cc1cc(NS(=O)(=O)c2ccc(Nc3nc(-c4sc(C)nc4C)cs3)cc2)no1	x	2	1	-11
CCOc1cc(-n2cnnn2)c(OCC)cc1NC(=O)c1cc2ccc(N(CC)CC)cc2oc1=O	x	-2	1	1
O=C(/C=C/c1ccc(Cl)cc1)N1CCN(c2ncccn2)CC1	x	4	2	-32
Cc1ccc2c(Cl)cc(Cl)c(OCC(=O)Nc3cc(C)on3)c2n1	x	2	7	1
Cc1nc(N2CCN(c3ncccn3)CC2)c2oc3ccccc3c2n1	x	-2	-8	-4
COc1ccc(-c2c3c(=O)n(C)c(=O)n(C)c3c3nnc4ccccc4n23)cc1	x	1	-2	0
Cc1ccc2nc3c(cc(C(=O)NCC4CCCO4)n3C)c(=O)n2c1 (stereo not given)	x	-1	4	-21
O=C(CN1C(=O)c2ccccc2C1=O)OCN1C(=O)c2ccccc2C1=O	x	-3	-8	-22
C=CCC(=O)OCC(=O)Nc1ccc(Oc2ccccc2)cc1	x	-1	5	10

# The results go on.
# Every second line gives: DYRK1A inh	HSP90 refold inh	IEC-6 tox	KLF5 inh
- CCCN1Cc2cccc(C(=O)Nc3ccc(S(=O)(=O)N4CCCCCC4)cc3)c2C1=O
→ x	-1	-4	14
- COc1cc(C(=O)OCc2csc(CC(=O)Nc3ccccc3C)n2)ccc1OCC(C)C
→ 8	x	x	x
- O=C(Nc1ccccn1)c1ccccc1
→ 0	x	x	x
- COc1ccc(C=C2SC(=S)NC2=O)c(OC)c1OC
→ 4	x	x	x
- COC(=O)c1ccc(C)cc1
→ -8	x	x	x
- CC1=CC(=O)N(c2cccc3c(N4C(=O)C=C(C)C4=O)cccc23)C1=O
→ 1	x	x	x
- COc1ccc2nc(N3C(=O)C(O)=C(C(=O)c4ccco4)C3c3ccco3)sc2c1 (stereo not given)
→ 8	x	x	x
- COc1ccc(NC(=O)CN(C)S(=O)(=O)c2ccc(Cl)cc2)cn1
→ -1	x	x	x
- CC(=O)c1ccc(OCCCC(=O)NCc2nnc3ccccn23)cc1
→ -18	x	x	x
- CCCCCC1C(C(=O)OCC)C(=O)NC1(C(=O)OCC)C(=O)OCC (stereo not given)
→ -3	x	x	x
- COc1ccc(CNC(=O)CN2C(=O)NC(c3ccccc3)(c3ccccc3)C2=O)cc1OC
→ 0	x	x	x
- O=C1CCCC2=C1CC(C(=O)OCc1ccccc1)C(=O)N2Cc1ccccc1 (stereo not given)
→ 7	x	x	x
- CCOc1ccc(NS(=O)(=O)c2cccc(C(=O)NCC3(N(C)C)CCCCC3)c2)cc1
→ -1	x	x	x
- CN(C(=O)c1cccc(NC(=O)Cc2ccc(NC(=O)C3CCN(S(=O)(=O)c4cccc([N+](=O)[O-])c4)CC3)cc2)c1)C1CC1
→ 3	x	x	x
- CC(=O)NC(CCC(=O)O)C(=O)O (stereo not given)
→ -2	x	x	x
- O=C(CNc1cccc(S(=O)(=O)N2CCCCCC2)c1)Nc1cccc([N+](=O)[O-])c1
→ 3	x	x	x
- CC(OC(=O)c1ccccc1C(=O)O)c1ccccc1 (stereo not given)
→ -3	x	x	x
- O=S(=O)(CC(O)(c1ccccc1)c1ccccc1)CC(O)(c1ccccc1)c1ccccc1
→ -4	x	x	x
- CC(C)C(Cl)=NOC(=O)Nc1ccc(F)cc1
→ -2	x	x	x
- O=C(O)c1ccc(OS(=O)(=O)c2ccc(Cl)s2)c(Cl)c1
→ 8	x	x	x
- O=C(NC1CCCCC1)c1cc(C2CC2)nn1-c1ccccc1
→ 0	x	x	x
- O=C1CCCCC1CCc1ccncc1 (stereo not given)
→ -3	x	x	x
- COC(=O)c1nn(C)c(=O)[nH]c1=O
→ -3	x	x	x
- O=[N+]([O-])c1ccccc1C=NN1CCCCCC1
→ -5	x	x	x
- CN(CC(=O)Nc1cc(C(F)(F)F)ccc1-n1cncn1)Cc1ccccc1N1CCOCC1
→ -2	x	x	x
- O=C(N[C@@H](CCC/[N+]([O-])=C/c1ccccc1)C(=O)O)OCc1ccccc1
→ 3	x	x	x
- COc1cc(-c2nnc(-c3cc(-c4ccccc4)nc4ccccc34)o2)cc(OC)c1OC
→ 4	x	x	x
- CC(=O)N(Cc1ccccc1)C1CC(=O)N(Cc2ccccc2)C1=O (stereo not given)
→ -8	x	x	x
- Cc1cc(C)c(CN2CCN(CCCn3cnc(C(=O)Nc4ccc(C)c(C)c4)n3)CC2)c(C)c1
→ -3	x	x	x
- CN(CCOc1ccc(Cl)cc1)C(=O)c1cccc(S(=O)(=O)N2CCN(c3ccccc3)CC2)c1
→ -5	x	x	x
- C#CCOCCOCCOCCNc1nc(N2CCN(C(=O)Cn3cc(CCO)nn3)CC2)nc(N2CCN(C(=O)[C@H]([C@@H](C)CC)n3cc(CCCN=C(N)N)nn3)CC2)n1
→ -5	x	x	x
- CC(C)C[C@@H](CO)NS(=O)(=O)c1cc(Cl)ccc1F
→ 0	x	x	x
- CCCC(=O)c1ccc(OCc2cn(CC(=O)c3ccc(O)cc3)nn2)cc1
→ 10	x	x	x
- N#Cc1ccc(C(=O)OCC(=O)Nc2cccnc2Cl)cc1
→ -6	x	x	x
- N#CCCn1cc(C(=O)CN2C(=O)NC3(CCCCCC3)C2=O)c2ccccc21
→ -1	x	x	x
- CC(=O)C1(O)C(C)CC2C3CC=C4CC(O)CCC4(C)C3CCC21C (stereo not given)
→ -2	x	x	x
- CC(C)CN(C(=O)COC(=O)CSc1ccc(Br)cc1)C1CCS(=O)(=O)C1 (stereo not given)
→ 0	x	x	x
- Cc1ccccc1OCC(=O)OCC(=O)c1cc(C)n(C2CC2)c1C
→ -8	x	x	x
- CC(Sc1nnc(NC2CC2)s1)C(=O)Nc1ccc(N2CCOCC2)cc1 (stereo not given)
→ -3	x	x	x
- Cc1c(Cl)cccc1Nc1n[nH]c(=S)s1
→ 27	x	x	x
- CC(=O)c1ccc(N2CCN(C(=O)c3ccc(C(=O)c4ccccc4)cc3)CC2)cc1
→ 4	x	x	x
- COc1ccccc1/C=C/C(=O)OCC(=O)Nc1nnc(-c2ccccc2)o1
→ -1	x	x	x
- Nc1cc2c(cc1Br)-c1ccc(F)cc1C2=O
→ -3	x	x	x
- Nc1nc(SCC(=O)c2c(N)n(C3CC3)c(=O)[nH]c2=O)n[nH]1
→ 10	x	x	x
- CSc1cc(SC)ncn1
→ 4	x	x	x
- COc1ccc(S(=O)(=O)N2CCCCCC2)cc1NC(=O)CCc1cc(OC)c(OC)c(OC)c1
→ -3	x	x	x
- Cc1cccc(NC(=O)CN(C)C(C)C(=O)Nc2ccc(S(=O)(=O)N3CCCC3)cc2)c1C (stereo not given)
→ 2	x	x	x
- Cc1cccc(NC(=S)N2CCC(C(=O)c3ccc(F)cc3)CC2)c1
→ 10	x	x	x
- O=C(CCNC(=O)c1ccc([N+](=O)[O-])cc1)NCC1COc2ccccc2O1 (stereo not given)
→ 1	x	x	x
- CCCCn1c(N)c(N(Cc2ccccc2OC)C(=O)CSCC(=O)Nc2ccc(C)cc2)c(=O)[nH]c1=O
→ -2	x	x	x
- O=C(COC(=O)/C=C/c1ccc([N+](=O)[O-])cc1)Nc1ccc2[nH]c(=O)[nH]c2c1
→ 14	x	x	x
- CCN(c1ccccc1)S(=O)(=O)c1cccc(C(=O)NCCOc2ccccc2OC)c1
→ 5	x	x	x
- CC(C)c1ccc(/C=N/NC(=O)c2ccc(-n3cnnn3)cc2)cc1
→ 8	x	x	x
- CCOc1ccc(NC(=O)CN(C)C(=O)C2CC2C)cc1OCC (stereo not given)
→ -4	x	x	x
- COc1cc(C(=O)NNC(=O)COc2ccc(Br)cc2)ccc1OCC(=O)N1CCOCC1
→ 6	x	x	x
- CC(=O)c1ccc(OCC(=O)OCC(=O)N(CC(C)C)c2c(N)n(Cc3ccccc3)c(=O)[nH]c2=O)cc1
→ 4	x	x	x
- CCCNc1ncnc2[nH]ncc12
→ -6	x	x	x
- O=C(Nc1cccc(S(=O)(=O)N2CCOCC2)c1)C1CCCCN1S(=O)(=O)c1ccccc1 (stereo not given)
→ -11	x	x	x
- CCNc1nnc(SCC(=O)c2cc(C)n(C3CC3)c2C)s1
→ -3	x	x	x
- CN(C(=O)c1ccc(NC(=O)Cc2ccc(NC(=O)C3CCN(C(=O)C4CCC4)CC3)cc2)cc1)C1CCCC1
→ -4	x	x	x

# (listing goes on)
# Every second line gives: DYRK1A inh	HSP90 refold inh	IEC-6 tox	KLF5 inh
- O=C1CCCc2ccc3ccccc3c21
→ -5	x	x	x
- CC(=O)Nc1ccc(SCC(=O)NNC(=O)CN(C)S(=O)(=O)c2ccc(C)cc2)cc1
→ -2	x	x	x
- CCCCCCCCNCCS(=O)(=O)NCCCCCCCC
→ 8	x	x	x
- CC1(CNC(=O)C(=O)NCC2(C)CO2)CO1 (stereo not given)
→ 3	x	x	x
- Cc1ccc(C(=O)NCC(=O)N2CCCN(S(=O)(=O)c3ccc(C)cc3)CC2)cc1
→ 3	x	x	x
- CCCCN1CC(COCc2ccccc2)Oc2ccccc2S1(=O)=O (stereo not given)
→ -1	x	x	x
- COc1ccc(NC(=O)COC(=O)c2ccc(S(=O)(=O)N3CCCCCC3)cc2)c(OC)c1
→ -1	x	x	x
- Cc1c(C(=O)O)sc(S(=O)(=O)N2CCN(C(=O)CC(C)c3ccccc3)CC2)c1C(=O)O (stereo not given)
→ -4	x	x	x
- CN(C)Cc1cc(C(C)(C)c2ccccc2)ccc1O
→ 6	x	x	x
- O=S(=O)(c1ccccc1)N1N=C(c2ccc(Cl)cc2)CC1c1ccco1 (stereo not given)
→ 1	x	x	x
- COc1cccc2c1C(=N)c1c(O)c3c(c(O)c1C2=O)CC(O)(C(C)=O)CC3OC1CC(N)C(O)C(C)O1 (stereo not given)
→ 9	x	x	x
- O=C(Nc1ccccc1)OCCN1CCOCC1
→ 0	x	x	x
- COc1cc2c(cc1OC)CN(C(=O)c1ccc(OC)c(S(=O)(=O)N3CCCC3)c1)CC2
→ -1	x	x	x
- O=[N+]([O-])c1ccc(NN=Cc2ccccc2O)nc1
→ 0	x	x	x
